Bioassay records from PubChem.
Nrf2 activator: activators of Nrf2 (ARE) signaling; AREc32 ARE-luciferase reporter (MCF7-derived line), luminescence, 24 h; Potency, µM (doses to about 46.1 µM), for inactives: at the highest dose activation, usual class: activators; hit rate 0.31% among 410,000; AID 624171; also: potency is read from the fitted curve at half-maximal effect; % of control where 0% means no effect; nearly all actives have a fitted effect of over 65% in size
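Luminescent ARE reporter assay in AREc32_Fluc cells: overnight plating at 37 deg C, 24 hr compound incubation, Steady-Glo added, 30 min RT before reading.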
Mm-Cpn inhibitor: inhibitors of Methanococcus maripaludis chaperonin (MmCpn); purified Mm-Cpn ATPase, ADP Transcreener TR-FRET; Potency, µM (titrated, usually from 76.9 µM), for the others: at the highest dose activity, negative = inhibition, usual class: inhibitors; AID 504842; hit rate 0.031% among 330,000; also: potency is read from the fitted curve at half-maximal effect; % is scaled to controls: 0 for no effect and ±100 for the full control effect; nearly all actives have a fitted effect of over 80% in size
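Inhibition of chaperonin ATP hydrolysis is measured as reduced ADP production, detected by competitive TR-FRET in which signal falls with ADP. Final enzyme 25 nM and ATP 10 uM, reacted 30 min at 37°C.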
Akt phos inh: Akt phosphorylation inhibition. Neuro2A IGF-stimulated pAkt S473 HTRF, 20 min; stronger effect = lower value. activity change, % for hits at 50 µM. hit rate 0.32% among 360,000. AID 651550; in the data active = activity change below about -80%; inconclusive = mostly about -51% to -80%; also: % is scaled to controls: 0 for no effect and ±100 for the full control effect
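Single-point screen (50 µM final compound) in Neuro2A cells stimulated 20 min with 6 nM IGF at 37 deg C. After lysis, Ser473-phosphorylated Akt read by HTRF (ex 330 nm, em 615/665 nm) as the 665/615 ratio.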
Nrf2 block: blocks Nrf2 signaling | A549 ARE-Fluc reporter, luciferase luminescence, 18-24 h | Potency, µM (highest dose often 46 µM), for the others: at the highest dose activity change, negative = inhibition, usual class: inhibitors | hit rate 2.1% among 360,000 | AID 504444; also: potency is read from the fitted curve at half-maximal effect; % is scaled to controls: 0 for no effect and ±100 for the full control effect; nearly all actives have a fitted effect of over 60% in size
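A549 ARE_Fluc cells (5000/well, 5% FBS OPTI-MEM) pre-incubated 2 h, then treated with compounds 18-24 h at 37C/5% CO2 in concentration-response. CellTiter-Fluor viability read first; BugLite luciferase luminescence after 15 min at room temperature gives Nrf2 activity.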
CCT chaperon mod: changes cytosolic chaperonin activity; purified chaperonin ATPase assay, HTRF ADP detection, 30 min; activity change, % (concentration not given with the values), hits read low; hit rate 0.3% among 360,000; in the data active = activity change below about -30%; also: % is scaled to controls: 0 for no effect and ±100 for the full control effect
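First, chaperonin was dispensed at 40 nM or 20 nM final depending on batch activity. Next, compounds were pinned at 76 uM and ATP added at 10 uM. After 30 min at 37 °C, ADP detection reagents ran 30 min at ambient temperature.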
HepG2 tox: kills HepG2 cells in TGF-b inhibitor counter-screen; HepG2 CAGA-GFP viability, ATP luminescence, 18 h; Potency, µM (highest dose often 46.1 µM), without a hit: at the highest dose activity change, negative = cytotoxicity, most hits filed as cytotoxic; hit rate 0.76% among 410,000; also: potency is read from the fitted curve at half-maximal effect; some results filed as inactive show a strong effect at the top dose
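HepG2 CAGA-GFP cells (1000/well, DMEM with 1% FBS) received compound, then TGF-beta at 500 pg/mL final, and were incubated 18 hours at 37 degrees C. Viability was read by CellTiter-Glo luminescence. Media-only wells were set as complete cell-killing and DMSO as no toxicity.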
TGFb inhibitor: blocks TGF-b signaling; HepG2 CAGA-GFP TGF-b/SMAD3 reporter, GFP fluorescence, 18 h; TGF-beta stimulated, 500 pg/mL final; AID 588855; hit rate 1.2% among 410,000; Potency, µM (highest dose often 46.1 µM), for inactives: at the top dose activity, negative = inhibition, hits mostly inhibitors; also: potency is read from the fitted curve at half-maximal effect; % is scaled to controls: 0 for no effect and ±100 for the full control effect; nearly all actives have a fitted effect of over 65% in size
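TGF-beta reporter screen: HEPG2 CAGA-GFP, 1% FBS, 500 pg/mL TGF-beta final, 18 h; per-cell GFP summed per well; curves fitted and categorized by class.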
A549 tox: kills or reduces viability of A549 cells in Nrf2 counter-screen. A549 ARE-Fluc cells, CellTiter-Fluor viability, 18-24 h. Potency, µM (titrated, usually from 46 µM), for inactives: at the highest dose activity change, negative = cytotoxicity, hits mostly inhibitors. hit rate 0.16% among 390,000. AID 504648; also: potency is read from the fitted curve at half-maximal effect; % is scaled to controls: 0 for no effect and ±100 for the full control effect
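Cytotoxicity counterscreen: CellTiter-Fluor fluorescence was measured in A549 ARE_Fluc cells after 18-24 h of compound exposure in a concentration series. The subsequent BugLite luminescent read reports ARE-luciferase activity.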
Abeta rescue: restores growth of yeast expressing A-beta42 peptide; yeast expressing A-beta42, growth rescue, OD600, 48 h; response scale: 0% DMSO, 100% iron-clioquinol control; Potency, µM (series often up to 46.1 µM), inactives show at the highest dose growth rescue, actives largely listed as activators; hit rate 0.063% among 410,000; also: potency is read from the fitted curve at half-maximal effect; nearly all actives have a fitted effect of over 55% in size
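Growth rescue measured by 600 nm absorbance after 48 h yeast culture at 30 C with compound. Values normalized between DMSO and an equimolar ferric chloride plus clioquinol control.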
Active calls of the source: *; i = inactive; ? = inconclusive; . = not tested or not shown; [ ] = remark or other dose. Unless noted, calls follow the shape of the dose curve; as a rule, active = well fitted curve in the direction sought with a large enough effect; inconclusive = small, poorly fitted or top-dose-only effect, or another doubt; inactive = no such curve, though single readings can be large; an effect the other way counts as inactive or inconclusive. An unsorted share of the library. About 4.3% of those tested had a hit in this group.

The first two compounds (preview)
SMILES	Nrf2 activator	Mm-Cpn inhibitor	Akt phos inh	Nrf2 block	CCT chaperon mod	HepG2 tox	TGFb inhibitor	A549 tox	Abeta rescue
Cc1nn(CCCC(=O)Nc2cccnc2Cl)c(C)c1[N+](=O)[O-]	-0.7%	-3%	i	-14%	0.2	18%	-17%	-16%	-13%
Cc1ccc(NC(=O)CSCC(=O)Nc2ccccc2N2CCCCC2)cc1	0.4%	1%	i	-11%	1.0	-1%	?	-8%	-26%

The listing, repeating the preview:
SMILES	Nrf2 activator	Mm-Cpn inhibitor	Akt phos inh	Nrf2 block	CCT chaperon mod	HepG2 tox	TGFb inhibitor	A549 tox	Abeta rescue
Cc1nn(CCCC(=O)Nc2cccnc2Cl)c(C)c1[N+](=O)[O-]	-0.7%	-3%	i	-14%	0.2	18%	-17%	-16%	-13%
Cc1ccc(NC(=O)CSCC(=O)Nc2ccccc2N2CCCCC2)cc1	0.4%	1%	i	-11%	1.0	-1%	?	-8%	-26%
CC(C)(C)NC(=O)NC(=O)COC(=O)c1ccc(OC(F)F)cc1	0.1%	2%	i	6%	0.5	-32%	-47%	1%	4%
COc1ccc(-n2nc(C(=O)NCC(=O)N3CCN(c4cccc(Cl)c4)CC3)c3ccccc3c2=O)c(OC)c1	1.7%	0%	i	10%	1.7	-9%	-5%	2%	5%
CCNC(=S)N/N=C/c1ccc(OCC(=O)Nc2ccc(C)cc2)cc1	2.8%	0%	i	?	1.9	-19%	-18%	-1%	8%
Oc1ccc(Br)cc1/C=N/N1CCCCC1	3.2%	-4%	i	10%	1.2	-9%	-4%	-2%	5%
Cc1ccc(NC(=O)C(=O)NCC(c2cccnc2)N2CCN(Cc3ccccc3)CC2)cc1F (stereo not given)	3.9%	.	.	.	.	0%	7%	?	-17%
CC1CCN(C(=O)COC(=O)c2ccc(Br)o2)CC1	0.3%	0%	i	?	-2.4	-1%	-3%	-1%	8%
COc1cc(OC)c(OC)cc1CN1CCc2nc(N3CCN(c4ncccn4)CC3)ncc2C1	-0.4%	.	.	.	.	-21%	?	-14%	-15%
O=C(NCc1ccccc1)[C@@H]1CCCN1C(=O)[C@@H]1CCCN1C(=O)c1ccc(Cl)cc1Cl	-0.2%	.	i	.	-0.7	.	.	.	-5%
COc1ccc(OC)c(S(=O)(=O)N2Cc3ccccc3CC2C(=O)Nc2ccc(C(C)=O)cc2)c1 (stereo not given)	9.5%	.	.	3%	.	-2%	.	-2%	10%
CCNc1nc(NCC)nc(N/N=C/c2ccc([N+](=O)[O-])o2)n1	3.4%	-1%	i	?	1.5	-32%	?	-9%	1%
COc1cccc(C=CC(=O)C=CC=Cc2ccccc2)c1	?	.	i	-4%	-3.1	-26%	?	1%	4%
Cc1ccc(N(C)S(=O)(=O)c2ccc(-c3ccc(=O)[nH]n3)s2)cc1C	0.3%	0%	i	12%	1.5	10%	14%	1%	.
CCOC(=O)c1ccc(COC(=O)c2ccc3c(c2)-c2ccccc2C3=O)cc1	0.6%	-1%	i	0%	-1.0	-26%	-6%	-4%	-7%
COc1ccc(C2=NO[C@@H]3C(=O)N(C4CCCCC4)C(=O)[C@H]23)cc1OC	-0.8%	0%	i	2%	0.3	-2%	-13%	-10%	13%
COc1ccc(CC2(C)OC(c3ccc(Cl)cc3)=NN2C(C)=O)cc1 (stereo not given)	0.1%	0%	i	?	1.1	-18%	-16%	-1%	-12%
COc1cccc(-c2nc(Cc3ccc(OC)c(OC)c3)no2)c1	0.9%	0%	i	-17%	-2.9	-32%	-6%	2%	6%
Cc1nc2ccc(S(=O)(=O)NCC(=O)Nc3ccc(F)cc3)cc2s1	-0.4%	1%	i	-12%	-0.6	1%	-6%	0%	12%
CC(CN1CCNCC1)(NS(=O)(=O)c1ccccc1)c1ccccc1 (stereo not given)	2.5%	1%	i	2%	1.4	-38%	-7%	-19%	6%
Cc1ccc(/C=N/Nc2ncc(Cl)cc2Cl)s1	3.3%	0%	.	?	3.0	-31%	?	5.8µM*	-16%
O=C(COc1ccccc1[N+](=O)[O-])OCC(=O)c1ccc(Br)s1	0.4%	?	i	7%	-1.2	14%	2%	1%	4%
CCn1nc(C)c(CNC(=O)CC2C(=O)NCCN2Cc2ccc(C)o2)c1C (stereo not given)	0.1%	-5%	i	5%	1.2	0%	2%	0%	16%
O=C1C=C(N2CCN(c3ccccn3)CC2)C(=O)c2c(O)ccc(O)c21	2.9%	.	i	?	-3.5	-92%	7.1µM*	?	-5%
Cc1ccc(C(C)C)c(OCC(=O)OCC(=O)c2c(N)n(C)c(=O)n(C)c2=O)c1	-0.4%	1%	i	7%	0.8	-7%	-12%	10%	-3%
CCN(CC)CC(=O)NN=C(c1ccccc1)c1ccccc1	-0.2%	0%	i	2%	-0.3	-14%	0%	0%	1%
COc1ccccc1N(C(=O)c1ccncc1)c1nc(-c2ccc([N+](=O)[O-])cc2)cs1	3.0%	-4%	i	?	0.3	8%	-25%	-3%	-39%[inhibitor]
Cc1nn(CC(=O)N2CCN(c3ccccn3)CC2)c(=O)c2cc3sccc3n12	-0.3%	-6%	.	29µM*	1.1	3%	4%	?	-14%
NS(=O)(=O)c1ccc(NS(=O)(=O)c2ccc(NC(=O)C3CC3)cc2)cc1	-0.1%	0%	i	4%	1.4	1%	-3%	13%	0%
Cc1oc(-c2ccc(Cl)cc2)nc1CS(=O)CC(=O)NCCN1CCCC1 (stereo not given)	0.7%	-1%	i	3%	0.4	-28%	3%	4%	-24%
O=C(O)c1ccc(NC(=S)NC2CCCCC2)cc1	2.3%[9.22 µM]	-12%	i	5%	0.4	-4%	-6%	-3%	-2%
O=C1OC(c2ccccc2)/C(=C(/O)c2ccc(Cl)cc2)C1=O (stereo not given)	5.3%	-3%	i	-8%	-2.3	-12%	7%	-6%	4%
COc1ccc(Oc2nc(C)cc(C)c2C#N)cc1	-1.0%	2%	i	-2%	2.0	7%	7%	4%	2%
CCCCNC(=O)[C@@H]1CCCN1S(=O)(=O)c1cccc2cccnc12	0.3%	-2%	i	-2%	0.6	-27%	7%	-1%	5%
CCOc1ccc(NC(=O)c2sc3nc4c(c(-c5ccccc5)c3c2N)C(=O)CC(C)(C)C4)cc1	0.4%	.	.	-2%	.	-2%	-5%	1%	-5%
COc1cc(OC)c(-c2nn3c(-c4cc(C)[nH]n4)nnc3s2)cc1OC	.	.	.	?	.	-11%	2%	0%	.
CCC(C)NC(=O)Cc1cn(C)c2ccccc12 (stereo not given)	-0.3%	0%	i	20%	-2.0	-16%	-7%	-3%	-2%
O=C(c1ccco1)N1CCC2CC1c1c(Cl)cccc12 (stereo not given)	0.0%	.	i	.	-1.5	-7%	5%	.	-12%
CCCn1c(=N)n(CC(=O)c2ccc([N+](=O)[O-])cc2)c2ccccc21	-0.7%	0%	i	-10%	2.2	4%	3%	2%	8%
CCOc1ccc(NC(=O)CN(c2ccc(CC)cc2)S(=O)(=O)c2c(C)noc2C)cc1	-1.2%	.	.	.	.	-10%	-1%	-7%	2%
Cc1ccc(Cl)cc1N1CCN(C(=O)c2ccccc2SCC(=O)N2CCCC2)CC1	-0.2%	-3%	i	?	0.3	-23%	?	-16%	14%
COc1ccc(CCN2C(=O)CC(Cc3ccc(C)cc3)C2=O)cc1OC (stereo not given)	0.0%	0%	i	?	0.0	-3%	7%	-2%	-3%
CCC(=O)N1CCN(c2ccc(Cl)cc2NC(=O)c2ccc(N3CCCC3)c([N+](=O)[O-])c2)CC1	0.0%	-1%	i	?	-1.9	-16%	-13%	2%	4%
O=C(NCCc1ccccc1)C1CCCN1C(=O)NCc1ccccc1 (stereo not given)	2.9%	0%	i	1%	-2.1	-2%	2%	0%	-17%
Cc1ccc(Cl)cc1N1CCN(C(=O)Cn2c(-c3cccs3)cc3cc(F)ccc32)CC1	-0.3%	.	.	20%	.	4%	-33%	0%	4%
Oc1cncc(-c2cccnc2)c1	-0.8%	1%	i	7%	-1.7	0%	-4%	-5%	7%
O=c1cc(CN2CCN(c3cccc(C(F)(F)F)c3)CC2)nc2sccn12	-0.3%	1%	i	-16%	0.5	-7%	16%	0%	-16%
O=C(NCc1ccccc1)c1ccc(F)c(S(=O)(=O)N2CCOCC2)c1	1.2%	-1%	i	11%	0.2	1%	17%	16%	16%
CCOC(=O)c1c(C)nc2c(c1C)/C(=N/O)CC(C)(C)C2	-0.5%	1%	i	-12%	-5.7	-30%	-18%	0%	8%
COc1ccccc1N1CCN(c2ccc(=O)n(CC(=O)Nc3ccc(F)c(F)c3)n2)CC1	4.4%	.	.	-14%	.	-1%	9%	-12%	-11%
CCCc1nnc(NC(=O)CCS(=O)(=O)c2ccccc2)s1	?	-1%	i	-1%	-2.1	12%	-19%	1%	-4%

Single values from the list:
For TGFb inhibitor, `COc1ccccc1N1CCN(c2ccc(=O)n(CC(=O)Nc3ccc(F)c(F)c3)n2)CC1` is entered as 9%
For TGFb inhibitor, `O=c1cc(CN2CCN(c3cccc(C(F)(F)F)c3)CC2)nc2sccn12` is entered as 16%
For TGFb inhibitor, `CCCc1nnc(NC(=O)CCS(=O)(=O)c2ccccc2)s1` is entered as -19%
For Nrf2 activator, `CCOC(=O)c1c(C)nc2c(c1C)/C(=N/O)CC(C)(C)C2` is entered as -0.5%
For Abeta rescue, `COc1ccc(CCN2C(=O)CC(Cc3ccc(C)cc3)C2=O)cc1OC` (stereo not given) is entered as -3%
For Nrf2 block, `O=C(NCCc1ccccc1)C1CCCN1C(=O)NCc1ccccc1` (stereo not given) is entered as 1%
For Abeta rescue, `O=C(NCc1ccccc1)c1ccc(F)c(S(=O)(=O)N2CCOCC2)c1` is entered as 16%
